LMPTP block = blocks human LMPTP phosphatase. 360,000 compounds, 0.22% hits. P24666. inhibition, % at 20 µM. recombinant LMPTP-A, OMFP fluorogenic substrate, fluorescence intensity;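 active = compounds that cut the enzyme signal by at least half of the control window in the single-dose screen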;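 note: plate controls were DMSO wells with enzyme plus substrate for no effect and substrate without enzyme for full effect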
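Assay system: LMPTP-A phosphatase enzyme | Input: 0.625 nM enzyme | Also added: Fluorogenic phosphatase substrate OMFP at 400 µM final | Compound dosing: One test concentration per compound, 20 µM, with 3% DMSO overall | Schedule: 50 min enzyme reaction at room temperature, protected from light | Signal: Fluorescence intensity | Benchmarks: no-enzyme and uninhibited controls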
STEP block = STEP (human) phosphatase inhibition. recombinant STEP, OMFP fluorogenic substrate, fluorescence. inhibition, % at 20 µM. AID 588621. 360,000 compounds, 0.25% hits. P54829;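 active = inhibition at 20 µM, scaled per plate between control wells, above about 37%, limit read from the data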;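 note: 0% = DMSO with enzyme and substrate and 100% = substrate only without enzyme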
Target sequence (P54829 whole entry, looked up): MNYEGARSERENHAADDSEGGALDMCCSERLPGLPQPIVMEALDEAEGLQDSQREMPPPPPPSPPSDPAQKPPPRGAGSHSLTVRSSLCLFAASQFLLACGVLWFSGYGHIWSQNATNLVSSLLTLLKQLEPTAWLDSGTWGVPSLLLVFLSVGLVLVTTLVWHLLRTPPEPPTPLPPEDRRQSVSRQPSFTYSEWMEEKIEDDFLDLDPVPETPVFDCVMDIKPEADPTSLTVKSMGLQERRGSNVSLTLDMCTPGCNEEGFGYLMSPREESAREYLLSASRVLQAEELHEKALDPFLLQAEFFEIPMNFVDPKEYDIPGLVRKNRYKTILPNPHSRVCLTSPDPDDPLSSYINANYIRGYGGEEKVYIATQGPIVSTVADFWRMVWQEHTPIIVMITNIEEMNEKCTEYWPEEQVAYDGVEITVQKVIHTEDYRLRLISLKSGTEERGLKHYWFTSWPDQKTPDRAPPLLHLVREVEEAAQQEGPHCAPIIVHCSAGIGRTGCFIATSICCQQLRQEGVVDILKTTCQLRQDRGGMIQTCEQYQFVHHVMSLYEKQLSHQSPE
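Material: STEP (striatal-enriched tyrosine phosphatase) enzyme, cell-free | Medium: 50 mM Bis-Tris pH 6.0 with 2.5 mM DTT and 0.005% Tween 20 | Read-out: Percent inhibition scaled to no-enzyme and uninhibited-enzyme controls, plate-pattern corrected | Signal: Fluorescence read at 480 nm ex / 540 nm em | Times: 20 min reaction, room temperature, in the dark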
DNMT1 block = blocks human DNA methyltransferase DNMT1. P26358. DNMT1 molecular beacon, Hinp1I cleavage, fluorescence. inhibition (reported as % activation of signal), % at 10 µM. 360,000 compounds, 0.83% hits. AID 588458; in the data active = inhibition above about 50%
CSN deneddyl inh = CSN deneddylation inhibition; Q92905; Purified CSN, SCF-Nedd8-OG deneddylation, fluorescence polarization; inhibition, % at 12.5 µM; 360,000 compounds, 0.38% hits; AID 651999;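 active = pattern-corrected inhibition above about 35%, with an unprinted fluorescence ratio check between 0.5 and 1.5, limit read from the data, passing the limit was not always enough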;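 note: 0% = enzyme with substrate and 100% = substrate without enzyme; some results filed as inactive read as strong as hits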
Target sequence (Q92905 whole entry, looked up, one chain of several): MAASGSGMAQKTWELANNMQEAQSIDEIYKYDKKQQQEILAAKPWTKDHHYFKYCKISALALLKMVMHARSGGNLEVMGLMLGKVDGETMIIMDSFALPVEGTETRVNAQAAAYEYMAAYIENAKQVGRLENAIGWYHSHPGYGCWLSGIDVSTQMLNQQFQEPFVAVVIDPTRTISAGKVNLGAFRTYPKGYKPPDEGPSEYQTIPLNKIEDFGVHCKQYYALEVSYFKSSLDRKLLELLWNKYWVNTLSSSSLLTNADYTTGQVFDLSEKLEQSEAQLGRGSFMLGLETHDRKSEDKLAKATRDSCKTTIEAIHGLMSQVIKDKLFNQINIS
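Detection – fluorescence polarization · System – HEK293T-derived human Csn5 enzyme · Controls – substrate-only high control, full reaction low control · Timing – 90 min, room temperature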
Scp1 inh = inhibitors of human Scp-1 phosphatase. Recombinant Scp1, phosphopeptide, malachite green phosphate absorbance. inhibition, % at 20 µM. Q9GZU7. 340,000 compounds, 0.88% hits;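 active = inhibition above about 50% at 20 µM, limit read from the data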;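 note: plate controls were DMSO wells with enzyme for no effect and wells lacking enzyme for full effect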
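Material: truncated SCP-1 phosphatase (76-261aa) / Buffer or medium: 50 mM Tris acetate pH 5.5, 0.005% Tween-20, 10 mM MgCl2 / Compound dosing: one concentration, 20 µM, with 1.0% DMSO / Incubation: 45 min room-temperature reaction, 5 min colour, 30 min stabiliser / Detection: colorimetric free-phosphate detection, absorbance 630 nm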
TbMetRS inhib = Trypanosoma brucei MetRS inhibition. purified T. brucei MetRS, ATP depletion, Kinase-Glo luminescence. inhibition, % at 11.9 µM. 360,000 compounds, 0.4% hits. AID 624268;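 active = inhibition above a per-plate cutoff of the control wells' mean inhibition plus 3 SD, cut at about 5.5% in these data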;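 note: 0% = DMSO wells median and 100% = median of wells with control inhibitor compound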
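System: purified T. brucei MetRS enzyme / Detection: Kinase-Glo luciferase luminescence reporting remaining unconsumed ATP / Medium: HEPES buffer with MgCl2, KCl, DTT, spermine, BSA, pyrophosphatase / Replication: singlicate, one well per compound / Evaluation: percent inhibition relative to median high and low control wells / Schedule: 2 h aminoacylation at 25 °C after 15 min preincubation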
SUMO1 PPI mod = alters human SUMO1 binding to SIM partners; P63165; AID 602429; SUMO1 binding to a labelled peptide, TR-FRET, 1 h; inhibition, % at 20 µM; 360,000 compounds, 0.33% hits; in the data active = inhibition above about 37%
Target sequence (P63165 whole entry, looked up): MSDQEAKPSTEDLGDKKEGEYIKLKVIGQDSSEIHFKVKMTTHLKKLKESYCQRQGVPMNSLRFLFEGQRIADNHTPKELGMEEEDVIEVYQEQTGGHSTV
Rpn11 inh = Rpn11 (human) deubiquitinase inhibition. 360,000 compounds, 0.59% hits. O00487. human 26S proteasome, Ub4-pepOG fluorescence polarization; 20S core pre-blocked with epoxomicin. calls only at 20 µM;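 active = inhibition at 20 µM, scaled to each plate's controls, above about 33%, limit read from the data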
MsrA inhibitor = bovine MsrA inhibition. AID 651718. inhibition, % at 15.5 µM. 360,000 compounds, 0.75% hits. purified bovine MsrA, absorbance read-out; in the data active = inhibition above about 4.5%;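 note: 0% = vehicle wells with enzyme and 100% = reference inhibitor wells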
NadD inh = inhibitors of Staphylococcus aureus NadD | 360,000 compounds, 0.78% hits | inhibition, % at 20 µM | purified NadD enzyme, colorimetric absorbance read-out; in the data active = inhibition above about 26%; note: some compounds past the cut are filed as inactive
Active calls of the source: *; i = inactive; . = not tested or not shown.

SMILES	LMPTP block	STEP block	DNMT1 block	CSN deneddyl inh	Scp1 inh	TbMetRS inhib	SUMO1 PPI mod	Rpn11 inh	MsrA inhibitor	NadD inh
CCc1ccc2nc(N3CCN(C)CC3)c(C#N)cc2c1	0.0	0	-3	-2	-3	-0.3	-13	i	-1.4	-2
Cc1ccc(NC(=O)Cn2cc(S(=O)(=O)c3ccc(F)cc3)c(=O)c3cc(F)ccc32)cc1	-0.2	-3	3	-1	15	0.3	-12	i	0.7	11
O=C1CC/C=C\C[C@@H](CC(=O)N(CCO)Cc2ccccc2)C(=O)NCCO1	-1.4	0	3	-2	-8	-0.3	-2	i	-0.6	-8
CC(C)OP(=O)(OC(C)C)C1(NS(=O)(=O)c2ccc(Cl)cc2)C=C(Cl)C(=O)C(Cl)=C1	0.1	2	3	-2	0	0.5	1	i	1.7	-4
CCc1ccccc1NC(=O)c1ccc(NS(C)(=O)=O)cc1	1.2	0	0	-10	-2	-1.3	-3	i	2.1	-7
CC(=O)N1CC(C(=O)Nc2ccc3c(c2)OCO3)Oc2ccccc21 (configuration not stated)	5.6	0	-14	7	-2	-0.1	-1	i	0.9	12
O=C(CSc1nncc(=O)[nH]1)NCc1ccccc1	-0.1	1	0	-7	-3	0.3	-2	i	1.4	-6
COc1ccccc1NC(=O)Cn1cnc2c(nc3n2CCCCC3)c1=O	-0.4	-1	-3	-3	-8	-0.3	3	i	-1.0	-2
Cc1ccc(S(=O)(=O)CC(=O)Nc2nc3ccc(S(N)(=O)=O)cc3s2)cc1	-1.2	-2	5	-5	-5	0.2	2	i	0.1	-1
Cc1cccc(NC(=O)CN2C(=O)N/C(=C/c3ccc(-c4cccc(C(=O)O)c4C)o3)C2=O)c1	1.9	5	2	4	23	-0.7	-5	i	3.2	-6
O=C(Cn1cc(C(F)(F)F)ccc1=O)NC(c1ccccc1)c1ccccc1	-1.9	2	0	-3	1	-0.1	3	i	-0.5	-1
N#CC(=C(O)COC(=O)CCC1CCCCC1)c1nc2ccccc2[nH]1	-1.6	0	-1	-3	-10	0.1	3	i	0.0	12
C=CCNC(=O)c1ccccc1NC(=O)c1ccccc1C	-2.1	-2	-1	2	4	-0.6	1	i	-0.8	6
Cc1cccc(CSc2nnc(NC(=O)c3ccco3)s2)c1	0.3	-1	2	3	-6	0.2	2	i	2.7	-3
O=c1cc(-c2cc3ccccc3o2)c2cc(O)ccc2o1	58*	12	-2	11	28	1.5	-7	i	.	-6
COc1ccccc1CN1CCNC(=O)C1CC(=O)NC1Cc2ccccc2C1 (configuration not stated)	-0.6	2	-9	2	-1	-1.2	-2	i	0.1	-1
CC(C)(C)c1ccc(C(CC(=O)O)NC(=O)CCCc2ccccc2)cc1 (configuration not stated)	-1.1	-2	0	-4	-12	-1.1	-2	i	1.1	-4
Cc1cc(NC(=O)c2cc3nc(C4CC4)cc(C(F)(F)F)n3n2)no1	-0.5	-1	0	8	-2	-0.5	-2	i	0.8	4
CC(C)OC(=O)CSc1n[nH]c(-c2cccnc2)n1	-1.0	2	-2	0	9	-0.1	-2	i	0.7	4
CC(C)Sc1nc2ccccc2c(=O)[nH]1	-1.0	-1	-4	0	-9	-0.6	1	i	-0.2	-6
COc1ccc(NCC(=O)N/N=C/C(C)c2ccccc2)cc1 (configuration not stated)	1.2	-3	-9	5	-3	-0.4	2	i	-1.0	12
COc1cc(C)nc2nc(SCc3ccccc3)nn12	0.3	2	-2	2	6	0.0	4	i	-0.4	-3
COc1cc(OC)c(OC)cc1CCC(C)NC(=O)Cc1ccccc1 (configuration not stated)	-0.9	0	-2	-1	5	-1.0	1	i	-1.2	0
Cc1ccc(-n2nnnc2SCC(=O)c2c(N)n(C3CC3)c(=O)[nH]c2=O)cc1C	12	2	13	9	-4	-0.1	-4	i	-0.6	-4
O=C(OCC(=O)N1CCCc2ccccc21)c1cccc(S(=O)(=O)N2CCOCC2)c1	0.2	0	-1	1	3	-0.4	-4	i	-0.3	2

3 compounds picked at random from those above:
SMILES	LMPTP block	STEP block	DNMT1 block	CSN deneddyl inh	Scp1 inh	TbMetRS inhib	SUMO1 PPI mod	Rpn11 inh	MsrA inhibitor	NadD inh
N#CC(=C(O)COC(=O)CCC1CCCCC1)c1nc2ccccc2[nH]1	-1.6	0	-1	-3	-10	0.1	3	i	0.0	12
CC(C)(C)c1ccc(C(CC(=O)O)NC(=O)CCCc2ccccc2)cc1 (configuration not stated)	-1.1	-2	0	-4	-12	-1.1	-2	i	1.1	-4
Cc1cccc(CSc2nnc(NC(=O)c3ccco3)s2)c1	0.3	-1	2	3	-6	0.2	2	i	2.7	-3

(more compounds)
SMILES	LMPTP block	STEP block	DNMT1 block	CSN deneddyl inh	Scp1 inh	TbMetRS inhib	SUMO1 PPI mod	Rpn11 inh	MsrA inhibitor	NadD inh
COc1ccc(N(CC(=O)NCCSCc2ccccc2C)S(=O)(=O)c2ccccc2)cc1	5.1	1	-2	-2	-7	-0.2	1	i	1.5	-12
CCN(CC)S(=O)(=O)c1ccc(N2CCOCC2)c(NC(=O)C2CCCC2)c1	-0.9	1	-1	-19	-5	-0.5	-2	i	-0.2	-5
CC(C)(C)n1nnc(CCc2nnn(C(C)(C)C)n2)n1	-1.4	-4	0	1	-2	0.4	-1	i	-0.6	-4
COCCNS(=O)(=O)c1ccc(C2CNC(=O)C2)cc1 (configuration not stated)	-0.6	5	-2	-7	-8	-0.8	3	i	0.8	0
CC1=C(C(=O)Nc2ccccc2)C(c2ccc(Cl)cc2)n2c(s/c(=C/c3cccc(OCC(=O)O)c3)c2=O)=N1 (configuration not stated)	1.5	4	0	-10	19	0.4	21	i	1.9	23
O=S(=O)(Nc1cccc(CCc2ccccn2)c1)c1ccc2ccccc2c1	0.2	-7	-2	0	-8	-1.1	-3	i	0.5	3
COCCNC(=O)c1onc(CSc2ccc(C(C)C)cc2)c1C(=O)O	-0.5	0	8	-1	-2	0.4	3	i	-1.0	0
Cc1ccc(S(=O)(=O)N2CCN(C(=O)Cc3ccccc3)CC2)cc1	-1.7	0	7	-2	-9	0.0	0	i	-0.7	-2
CCCCn1c(N)c(N(CCOC)C(=O)C2CCN(S(=O)(=O)c3ccccc3)CC2)c(=O)[nH]c1=O	0.4	-3	-3	-3	-2	-0.1	3	i	0.2	-7
CCCOc1ccc(CNC(=O)C2CCN(c3nnc(N4CCCC4=O)s3)CC2)cc1	-1.2	-1	1	-2	-9	-0.8	2	i	0.5	0
CC(C)(C)OC(=O)N[C@@H](Cc1ccccc1)c1nnc(SCC(=O)O)o1	-0.7	0	-1	4	2	-1.1	0	i	-0.1	0
CC(C)(C)N=Cc1cc(-c2ccccc2)sc1O	0.6	3	0	1	-7	-0.4	-4	i	0.6	1
O=C1CCN(Cc2ccccc2)S(=O)(=O)c2c(F)cc(F)cc21	-0.1	-2	2	1	0	-0.2	-1	i	-0.4	-6
N#Cc1ccc(NCC(=O)Nc2ccc(S(=O)(=O)N3CCCCC3)cc2)cc1	0.5	-1	-14	-7	-22	-0.1	-1	i	-1.1	7
COCc1ccc(C(=O)NC2CC(C)(C)Cc3c2cnn3-c2ccc(OC)cc2)o1 (configuration not stated)	-0.7	-1	0	3	-1	-0.5	2	i	-0.3	1
OCC1(CCCc2ccccc2)CCN(C2CCC2)CC1	1.8	5	0	2	-1	-0.6	-1	i	-0.4	-4
O=C(c1ccc(F)cc1)C1CCN(C(=O)c2ccc(Cl)cc2)CC1	0.0	1	-2	0	1	-2.0	3	i	-0.4	-6
CCOC(=O)CCCn1ccc2cc(S(=O)(=O)N3CCCC3)ccc21	-0.2	6	0	0	-9	0.1	2	i	-0.4	-6
Cc1cc2c(ncn2Cc2ccccc2)c(N)c1C	0.3	-1	1	-13	-1	-0.1	4	i	0.0	11
COCCN(C(=S)Nc1cccc(Cl)c1C)C(C)c1ccco1 (configuration not stated)	-0.6	2	-3	2	-6	1.0	0	i	-0.2	-4
C=CCn1c(-c2ccccc2)nc(=S)c2c1CCCC2	8.0	0	23	-2	7	0.3	-4	i	1.1	-1
COc1cc(C(=O)Nc2nnc(S(=O)(=O)N3CCCCCC3)s2)cc(OC)c1OC	1.3	-2	0	7	-9	0.1	12	i	2.8	1
Cc1ccc(-c2cc(C(=O)N3CC(C)CC(C)C3)c3ccccc3n2)o1 (configuration not stated)	0.5	4	7	2	37	-0.6	-5	i	-0.4	10
Cc1ccc(N(C(=O)C2CCCC2)C2C=CS(=O)(=O)C2)cc1C (configuration not stated)	0.1	-2	1	-3	-3	-0.7	-2	i	1.9	-2
COCCn1cnc2c1c(=O)n(Cc1cc(C(C)=O)ccc1OC)c(=O)n2Cc1ccccc1	-0.3	0	-2	-1	-4	0.7	4	i	1.0	-1
Further entries follow.
SMILES	LMPTP block	STEP block	DNMT1 block	CSN deneddyl inh	Scp1 inh	TbMetRS inhib	SUMO1 PPI mod	Rpn11 inh	MsrA inhibitor	NadD inh
Cc1ccc2occ(/C=N/NC(=O)c3ccc(Cl)cc3)c(=O)c2c1	-0.2	3	8	-2	5	-0.2	8	i	-0.9	8
CC(=O)N1CCOc2ccc(S(=O)(=O)NCc3ccc(F)cc3)cc21	22	73*	26	1	62*	0.0	-2	i	-0.6	0
Cc1nc(NC(=S)NC(=O)COc2ccc(Cl)cc2)ccc1Br	-1.1	1	9	11	-2	0.3	-3	i	-0.8	-3
O=C(c1cccn2c(=O)c3ccccc3nc12)N1CCN(c2ccccn2)CC1	-1.8	1	-2	4	-3	-0.1	-17	i	1.9	-3
CCOC(=O)C1=C(C(F)(F)F)Nc2ncnn2C1c1ccc(OC)c(OC)c1OC (configuration not stated)	-0.1	-2	-3	3	2	0.0	-1	i	2.2	1
CC(=O)C(Cc1cnc(Cl)s1)(Cc1cnc(Cl)s1)C(C)=O	-0.9	-1	0	-3	8	-0.3	0	i	-1.2	-3
c1ccc(Cc2nnc3sc(-c4ccccn4)nn23)cc1	-0.6	2	-3	-7	-1	-0.6	3	i	-1.4	1
